Screening data (PubChem)
VLA-4 inh: inhibition in human VLA-4 binding assay, primary screen, VLA-4 allosteric modulator project, MLPCN library, flow cytometry, VLA-4 expressing cells; Integrin alpha-4 (Homo sapiens), P13612; ligand binding flow cytometry; inhibition, % (about 7 µM as worked out from the volumes in the protocol); actives 0.2% (n = 330,000); AID 2557, 2010; in the data active = inhibition above about 50%
AGP1 TOR yeast: modulators of AGP1-GFP expression in yeast TOR pathway, primary screen, cell-based, multiplex flow cytometry, S. cerevisiae, MLPCN library; 3 h; GFP as percent of DMSO wells; GFP response vs DMSO, % at 10 µM; actives 0.02% (n = 320,000);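 active = GFP response relative to DMSO above a set limit, near screen average plus 3 SD, cut at about 150% in these data; inconclusive = fewer than 70 cells counted for the yeast strain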;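 also: median GFP channel fluorescence of the gated AGP1 strain per well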
GRK2 inh: compounds blocking aptamer binding on GRK2 – biochemical, human GRK2, bead flow cytometry, HTS, primary screen; FAM-aptamer displacement from GRK2; inhibition of aptamer binding, % at 10 µM; AID 488847, 2010; actives 0.59% (n = 330,000);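 active = inhibition of aptamer binding above 40%, roughly 3 SD of noise, on plates passing a quality check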;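 also: median bead fluorescence of bound FAM aptamer so fluorescent compounds give negative values; no value below 0 was filed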
MEX-5 binding: MEX-5 zinc finger RNA-binding disruptors – biochemical, C. elegans, fluorescence polarization, MLPCN library, primary screen. AID 1832, 2009. activity score (negative = inhibition of binding), % at 10 µM. Zinc finger protein mex-5 (Caenorhabditis elegans), Q9XUB2. actives 0.38% (n = 300,000). MEX-5/FITC-TCR2 RNA binding; stronger effect = lower value;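 active = inhibition past about -25% in most replicates, and total fluorescence under double the plate's negative control median, limit read from the data; inconclusive = replicates evenly split on the limit, or fluorescence at least double controls; inactive = too little inhibition in most replicates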;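 also: 0% = DMSO and -100% = 5 µM competing unlabeled TCR2 RNA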
GLD-1 RNA inh: GLD-1/TGE RNA complex disruptors, primary screen, biochemical, fluorescence polarization. AID 2280, 2010. purified GLD-1 + fluorescein TGE RNA. actives 0.44% (n = 320,000). inhibition, % at 5.96 µM;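 active = percent inhibition above a per-plate cutoff, the plate mean of test compounds plus 3 SD, cut at about 30% in these data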;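 also: 0% = DMSO wells with GLD-1 and probe and 100% = wells lacking GLD-1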
Target sequence (Q17339 whole entry, looked up): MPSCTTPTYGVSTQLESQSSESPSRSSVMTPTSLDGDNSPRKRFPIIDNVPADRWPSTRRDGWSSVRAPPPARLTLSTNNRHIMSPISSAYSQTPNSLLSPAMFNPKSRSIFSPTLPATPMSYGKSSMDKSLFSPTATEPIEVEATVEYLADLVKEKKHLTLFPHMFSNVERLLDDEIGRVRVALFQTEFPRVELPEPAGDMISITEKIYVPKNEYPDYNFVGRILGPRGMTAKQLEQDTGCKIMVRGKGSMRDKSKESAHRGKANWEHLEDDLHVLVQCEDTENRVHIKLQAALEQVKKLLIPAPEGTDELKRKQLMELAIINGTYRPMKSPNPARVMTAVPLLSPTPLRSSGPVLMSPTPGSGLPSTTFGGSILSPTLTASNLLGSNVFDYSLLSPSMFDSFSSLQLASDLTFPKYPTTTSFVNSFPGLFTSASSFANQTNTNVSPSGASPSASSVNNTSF
Fam108B inh: mouse Fam108B serine hydrolase inhibitors, primary screen, counter-screen for RBBP9 inhibitor project, biochemical, fluorescence polarization. recombinant Fam108B, FP-Rh probe fluorescence polarization. inhibition, % at 9.51 µM. actives 0.33% (n = 300,000). AID 1947, 2009;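 active = inhibition above the screen mean inhibition plus 3 SD, computed separately per campaign, cut at about 18% in these data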;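 also: inhibitors lower polarization as less probe binds the enzyme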
CIT2-GFP yeast: modulators of CIT2-GFP expression in yeast, primary screen, S. cerevisiae, GFP fusion, multiplex flow cytometry, MLPCN library. S. cerevisiae CIT2-GFP strain, 3 h; 100 means same as DMSO wells. GFP response vs DMSO, % at 10 µM. actives 0.065% (n = 320,000). AID 2029, 2009;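 active = GFP response relative to DMSO above a set limit, near the screen mean plus 3 SD, cut at about 150% in these data; inconclusive = Fewer than 70 cells measured for a yeast strain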;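 also: ratio of well median GFP fluorescence to mean of DMSO wells on the plate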
BCLXL inh: inhibitors of human Bcl-xL, primary screen, biochemical, fluorescence polarization, HTS | GST-Bcl-xL / FITC-Bim BH3 peptide fluorescence polarization | inhibition, % at 10.9 µM | actives 0.7% (n = 320,000);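 active = inhibition above the mean of all tested compounds plus 3 SD, cutoff set per campaign, cut at about 30% in these data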;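 also: 0% = DMSO wells and 100% = unlabeled Bim-BH3 peptide competitor; inhibitors lower millipolarization by displacing the labeled peptide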
Target sequence (Q07817 whole entry, looked up): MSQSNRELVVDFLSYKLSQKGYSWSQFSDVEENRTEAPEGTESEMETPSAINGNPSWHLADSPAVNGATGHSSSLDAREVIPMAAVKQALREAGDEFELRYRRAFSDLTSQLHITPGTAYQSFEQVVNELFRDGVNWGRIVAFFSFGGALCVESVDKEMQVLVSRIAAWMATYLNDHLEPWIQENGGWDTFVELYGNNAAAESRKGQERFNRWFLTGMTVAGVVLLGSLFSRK
MCL1 BIM primary: inhibitors of MCL1 binding to BIM-BH3, primary screen, biochemical, fluorescence polarization; GST-MCL1 / FITC-Bim-BH3 fluorescence polarization; inhibition, % at 10.9 µM; actives 0.68% (n = 320,000);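 active = inhibition above the mean inhibition of all tested compounds plus 3 SD, set per campaign, cut at about 40% in these data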;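 also: 0% = DMSO wells and 100% = unlabeled Bim-BH3 peptide control; higher means more loss of mP so more displacement of Bim peptide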
Target sequence (Q07820 whole entry, looked up): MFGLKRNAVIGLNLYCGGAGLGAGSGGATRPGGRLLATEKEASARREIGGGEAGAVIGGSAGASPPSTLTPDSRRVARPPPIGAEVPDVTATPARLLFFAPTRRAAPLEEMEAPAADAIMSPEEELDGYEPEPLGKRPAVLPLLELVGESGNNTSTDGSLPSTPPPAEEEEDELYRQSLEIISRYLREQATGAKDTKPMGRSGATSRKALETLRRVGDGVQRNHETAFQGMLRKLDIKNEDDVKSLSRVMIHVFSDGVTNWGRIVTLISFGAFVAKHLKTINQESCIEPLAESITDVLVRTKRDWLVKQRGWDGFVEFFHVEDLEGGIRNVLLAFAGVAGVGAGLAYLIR
* marks the source's active call; other numbers are inactive results; ? = inconclusive; . = no result given; [ ] = dose if it differs, or a comment. Hits appear at their usual frequency; overall some 2.2% were active at least once.

SMILES	VLA-4 inh	AGP1 TOR yeast	GRK2 inh	MEX-5 binding	GLD-1 RNA inh	Fam108B inh	CIT2-GFP yeast	BCLXL inh	MCL1 BIM primary
Cc1ccc(S(=O)(=O)CC(=O)Nc2sc(C)c(C)c2C(N)=O)cc1	0	123	4	-4.0	13	4	115	0	4
O=C(N/N=C/c1cc(Cl)cc([N+](=O)[O-])c1O)C1CC1	-3	85	1	-8.9	1	4	76	2	15
CN1CCSc2ccc(C(=O)NCc3cccc(F)c3)cc21	-15	89	2	1.6	2	1	87	6	5
O=C(CCNS(=O)(=O)c1ccccc1F)N1CCN(C(c2ccccc2)c2ccccc2)CC1	22	97	0	0.6	3	1	85	0	3
O=C(COC(=O)CNS(=O)(=O)/C=C/c1ccccc1)Nc1cccc2ccccc12	5	92	0	-2.9	3	-7	105	-3	-28
Cc1nc2ccc([N+](=O)[O-])cc2nc1C	-1	104	4	0.9	1	3	114	6	0
Cc1cc(/C=C2/SC(=O)NC2=O)c(C)n1-c1ccc(N2CCOCC2)cc1	7	96	0	1.6	-6	7	96	4	4
Cc1cc(C)nc(/N=C(\N)Nc2ccc(C)c([N+](=O)[O-])c2)n1	13	108	6	-2.3	0	3	103	8	10
O=C(O)c1ccccc1C(=O)NNC(=O)C(c1ccccc1)c1ccccc1	5	102	0	2.1	0	-4	93	-2	1
COc1ccccc1NC(=O)N(Cc1ccccc1)c1ccccn1	14	102	0	3.4	10	-2	94	3	2
CC1CCCCN1CCCNC(=O)CCCN1C(=O)c2cccnc2Sc2ccccc21 (centres undefined)	2	105	0	-3.0	5	-1	107	3	-4
COC(=O)c1ccccc1NC(=O)CSc1nccn1C	5	100	2	-0.1	9	1	111	2	1
CCCC(C)NC(C)C(=O)NC1CCCC1 (centres undefined)	3	89	0	-0.8	6	-2	93	8	5
COc1ccc(N(CC(=O)NCCSc2ccccc2)S(=O)(=O)c2ccccc2)cc1	5	95	3	-2.6	1	2	97	5	5
COc1cc(NC(=O)c2cccc3c2C(=O)N(C2CCCCC2)C3)cc(OC)c1OC	5	90	2	0.4	3	4	97	-2	3
COc1ccccc1NC(=O)CCC(=O)OC(C)C(=O)c1ccccc1 (centres undefined)	2	99	1	-1.6	0	-1	96	-3	-4
CC(=O)N1CCCN(Cc2cn(-c3ccc(C)cc3)nc2-c2ccc(F)cc2)CC1	10	99	1	3.1	8	0	93	4	-3
N#Cc1c(-c2ccccc2Cl)cc(-c2ccccc2)[nH]c1=S	4	107	1	-0.9	2	1	97	9	15
CC(C)CCNC(=O)Cc1ccc(Nc2nc(=S)[nH]c3ccccc23)cc1	-11	98	2	2.2	8	2	101	12	10
O=C1CN(C(=O)c2cc(Br)c(Br)s2)c2ccccc2N1	-1	90	2	-1.9	-16	-3	89	-1	-7
Cc1cccc(-n2cc(-c3ccccc3)c3c(NN4CCOCC4)ncnc32)c1	-10	85	0	-0.2	-1	1	86	1	1
CC(C)C(=O)OC/C(O)=C(\C#N)c1nc2ccccc2[nH]1	-13	115	1	0.0	7	4	112	3	-2
CC(OC(=O)CCN=C1NS(=O)(=O)c2ccccc21)C(=O)NC1CCCCC1C (centres undefined)	-1	108	0	4.1	2	5	108	2	5
CCc1nnc(NC(=O)C2(C)COC(c3ccc(OC)cc3)OC2)s1 (centres undefined)	6	118	0	1.8	4	1	120	0	-3
Cc1ccnc(NC(=O)Nc2ccc3c(c2)N(C)C(=O)CS3)c1	-3	97	0	-3.4	4	-7	100	2	-7
Cc1cc(C)c(C#N)c(SCc2ccccc2)n1	-4	92	2	1.3	0	-1	93	2	-3
CCOCCn1c(N2CCCC2)nc2c1c(=O)n(C)c(=O)n2C	7	99	1	2.4	-2	2	92	3	4
O=C1CCCCC1c1cccc2ccccc12 (centres undefined)	17	16[may fluoresce violet]	0	-1.3	5	-1	?	8	10
O=c1[nH]c2ccc(S(=O)(=O)NCCO)cc2[nH]1	11	106	0	-5.5	-5	-4	94	1	3
Cc1ccc2c(c1)c1c(n2C)C(C(N)=O)CCC1 (centres undefined)	8	105	1	-0.4	7	2	100	9	8
O=C(COC(=O)c1cncc(Br)c1)NCCC1=CCCCC1	5	91	3	-2.0	8	0	91	9	11
CC[C@@]1(C(=O)OC)N[C@H](CN(C)C(=O)C2CCCCC2)[C@@H]2C(=O)N(Cc3ccccc3)C(=O)[C@@H]21	-11	93	1	.	3	.	84	.	.
Cc1ccc(S(=O)(=O)C(C#N)c2nc3ccccc3nc2OC(C)C)cc1 (centres undefined)	-10	96	0	-8.5	1	2	104	6	1
COc1ccc(C(CC(=O)NC(C)(C)C)n2cccc2)cc1 (centres undefined)	1	105	0	0.0	6	1	108	4	0
CCC/C=C1/CCCOC(C(=O)NCCN2CCOCC2)(C(F)(F)F)C1 (centres undefined)	-8	98	0	0.3	1	-1	92	4	6
Cc1ncoc1C(=O)N1CCCC(C(=O)Nc2cccc(-c3ccc(F)cc3)c2)C1 (centres undefined)	-14	92	0	-0.3	0	-1	99	-2	-1
CC1(C)c2ssc(=S)c2-c2ccccc2N1C(=O)CSC1=NCCS1	-3	101	0	-2.1	1	0	103	5	6
COc1ccc([N+](=O)[O-])cc1COc1cc(C)cc2oc(=O)cc(-c3ccccc3)c12	5	97	1	3.2	-5	0	94	-3	-4
Cc1cc(C(=O)COC(=O)c2ccc(Cl)c(S(N)(=O)=O)c2)c(C)n1C1CC1	5	108	3	-1.5	-1	0	94	2	2
CC1CCN(C(=S)Nc2cccc(S(=O)(=O)N(C)C)c2)CC1	7	98	2	1.0	8	-4	100	2	7
CCN1CCN(C(=O)c2ccc3c(Cl)c4c(nc3c2)CCCC4)CC1	-6	98	0	1.1	-1	2	97	4	2
COc1ccc(-c2nc(CSCC(=O)NCCC3=CCCCC3)c(C)o2)cc1OC	6	102	1	-0.7	-4	2	103	4	5
CCOC(=O)c1c(-c2ccccc2)nc2cc(C)ccn12	-2	84	3	-0.8	0	-1	91	3	-2
c1ccc(-c2cc(N3CCOCC3)nc3ccccc23)cc1	9	88	0	-0.4	18	1	91	3	-1
Cc1ccc(NC(=O)CCC(=O)NNC(=O)COc2ccccc2)c(C)c1	-25	113	0	1.6	-1	-3	114	2	3
O=C(Nc1nnc(-c2ccco2)o1)c1cccc(Cl)c1	5	99	2	-2.2	5	-2	93	9	13
COc1ccc(OC)c(CCNC(=O)CS(=O)(=O)Cc2nc(-c3ccccc3C)oc2C)c1	8	107	0	0.2	9	-3	106	-13	-7
COc1ccc2nc(NC(=O)C3CSC4(C)CCC(=O)N34)sc2c1 (centres undefined)	-8	102	0	2.9	4	2	98	-3	-6
O=C(CCCOc1ccc(Cl)cc1Cl)Nc1ccccn1	8	96	1	-2.6	-5	6	92	3	-4
Cc1nc2scc(C)n2c(=O)c1S(=O)(=O)Nc1ccc(OC(F)(F)F)cc1	-6	108	2	2.6	7	0	102	8	2

Gathered by group, the entries above with a thiophene ring, fused or not (2)
SMILES	VLA-4 inh	AGP1 TOR yeast	GRK2 inh	MEX-5 binding	GLD-1 RNA inh	Fam108B inh	CIT2-GFP yeast	BCLXL inh	MCL1 BIM primary
Cc1ccc(S(=O)(=O)CC(=O)Nc2sc(C)c(C)c2C(N)=O)cc1	0	123	4	-4.0	13	4	115	0	4
O=C1CN(C(=O)c2cc(Br)c(Br)s2)c2ccccc2N1	-1	90	2	-1.9	-16	-3	89	-1	-7

Other compounds follow.
SMILES	VLA-4 inh	AGP1 TOR yeast	GRK2 inh	MEX-5 binding	GLD-1 RNA inh	Fam108B inh	CIT2-GFP yeast	BCLXL inh	MCL1 BIM primary
CC1(C)C2CCC1(CS(=O)(=O)N1CCC(C(=O)O)CC1)C(=O)C2 (centres undefined)	19	107	0	2.3	0	-5	104	1	-1
C=CC[C@@H](CC(=O)N[C@H](CO)Cc1ccccc1)C(=O)NCCOC(=O)[C@@H](CC=C)Cc1ccc(F)cc1	8	95	0	.	5	.	94	.	.
Cn1c(=O)c2c(ncn2CC(=O)Nc2nnc(Cc3ccccc3)s2)n(C)c1=O	3	109	0	-2.3	2	2	97	5	5
COc1ccccc1C1C2CCCCC2(O)CCN1CC(=O)Nc1ccccc1 (centres undefined)	3	100	0	0.0	-3	2	104	2	7
O=C(CN1C(=O)NC(Cc2ccccc2)C1=O)Nc1ccc(F)c(F)c1F (centres undefined)	6	96	0	.	2	.	99	2	1
Cn1c(=O)[nH]c(=O)c2c1nc(SCCN1CCOCC1)n2Cc1ccccc1	14	103	89*	-1.2	-1	-2	98	0	1
CN(c1ccccc1)P(=O)(N(C)c1ccccc1)N(C)c1ccccc1	-72	107	0	-1.9	3	-3	105	5	4
CC(C)(C)c1ccc(S(=O)(=O)N2CCN(CC(=O)NC(=O)NC3CCCCC3)CC2)cc1	-11	105	0	0.3	-4	4	105	0	9
CC(C)(C)C(=O)CN1CCN(S(=O)(=O)c2ccc(F)cc2)CC1	6	104	2	1.1	0	-1	97	9	12
O=C(Cn1nc(-c2ccc(N3CCOCC3)c([N+](=O)[O-])c2)c2ccccc2c1=O)N1CCCCC1	-8	103	0	-1.1	4	1	94	4	6
Cc1[nH]nc2c1/C(=N/O)CC(c1ccccc1)C2 (centres undefined)	14	111	0	-1.1	10	-2	113	4	-1
Cc1cc(C)c(S(=O)(=O)N2CCN(CCO)CC2)c(C)c1	-16	99	3	-0.6	8	-1	97	1	8
Cc1cc(C(F)(F)F)nc(SCC(=O)Nc2c(C)n(C)n(-c3ccccc3)c2=O)n1	-5	103	3	-1.8	0	-1	103	-1	2
Cc1ccc(S(=O)(=O)N(CC(=O)NCCSCc2ccco2)c2ccc(F)cc2)cc1	-7	104	35	-3.8	10	1	105	6	8
CCN(CC(=O)Nc1ccc2c(c1)OCCO2)S(=O)(=O)c1ccc(C)cc1	6	97	0	-2.3	3	1	95	1	-1
CCn1c(=O)c2cc(C(=O)Nc3cc(C)on3)sc2c2ccccc21	-3	107	2	-1.0	2	-3	101	4	0
COc1cc(C2NC(=O)CS2)cc(OC)c1OC (centres undefined)	0	94	3	2.0	-2	3	94	3	7
Cc1cc(=O)n2[nH]c(-c3ccc(C(C)(C)C)cc3)cc2n1	3	.	1	4.4	3	0	100	8	4
COC(=O)c1cn(CC(=O)NCc2cccs2)c2ccccc12	3	101	2	-3.5	-1	-3	99	0	-1
Cc1ccc(-c2c(C(=O)N/N=C/c3ccoc3)nnn2-c2nonc2N)cc1	-4	94	0	1.7	5	2	95	7	10
CCN1C(=O)[C@@H]2[C@@H](c3ccc(-c4ccc(Cl)c(Cl)c4)c(OC)c3)N3CCC[C@@]3(C(=O)OC)[C@@H]2C1=O	23	100	1	.	-4	-7	90	0	-6
Oc1ccc(Cl)cc1C1=Nc2ccccc2N=C(c2ccco2)C1	3	100	0	-5.3	-1	4	102	4	-1
COC(=O)C(CC(C)C)NC(=O)C(Cc1ccccc1)NC(=O)C1CCCN1C(=O)OC(C)(C)C (centres undefined)	-5	97	3	0.7	5	3	102	5	4
